# BoNT-F LC inh: BoNT F light chain protease inhibition | Multiplex microsphere protease cleavage assay, flow cytometry | inhibition, % at 10 µM | 360,000 tested, 0.22% active; in the data active = inhibition above about 35%, passing the limit was not always enough; inconclusive = no clear call, values can overlap the other calls; note: plate controls were buffer without enzyme for full effect and enzyme alone for no effect
# FBA Mtb inh: inhibits M. tuberculosis FBA enzyme | AID 588726 | P9WQA3 | purified M. tuberculosis FBA, fluorescence read-out | 360,000 tested, 2.3% active | inhibition, % at 1 µM; in the data active = inhibition above about 27%;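 note: 0% = vehicle and 100% = reference inhibitor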
# Target sequence (P9WQA3 whole entry, looked up): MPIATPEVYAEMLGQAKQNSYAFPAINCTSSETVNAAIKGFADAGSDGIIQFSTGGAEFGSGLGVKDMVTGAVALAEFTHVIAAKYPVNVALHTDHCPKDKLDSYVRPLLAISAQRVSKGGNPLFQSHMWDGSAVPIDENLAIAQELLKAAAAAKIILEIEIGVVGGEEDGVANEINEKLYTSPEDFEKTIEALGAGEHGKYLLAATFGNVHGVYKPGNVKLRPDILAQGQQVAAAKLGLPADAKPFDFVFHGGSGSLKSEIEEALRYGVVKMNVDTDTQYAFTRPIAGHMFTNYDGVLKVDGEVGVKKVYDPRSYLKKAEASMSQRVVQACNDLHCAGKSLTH
# FadD28 FP inh: M. tuberculosis FadD28 bisubstrate binding inhibition; 360,000 tested, 0.22% active; AID 588549; inhibition, % at 12.5 µM; FadD28 bisubstrate probe binding, fluorescence polarization; in the data active = inhibition above about 8.5%, passing the limit was not always enough; inconclusive = no clear call, values can overlap the other calls
# Mtb BioA inh: blocks M. tuberculosis BioA enzyme activity. purified M. tuberculosis BioA enzyme, plate reader. inhibition, % at 9.99 µM. 360,000 tested, 0.096% active; in the data active = inhibition above about 40%; inconclusive = no clear call, values can overlap the other calls
# Mtb UGM inh: inhibitors of M. tuberculosis UDP-galactopyranose mutase. inhibition, % at 10 µM. 320,000 tested, 0.06% active. P9WIQ1. purified UGM, fluorescence polarization probe displacement; in the data active = inhibition above about 10%, passing the limit was not always enough; inconclusive = no clear call, values can overlap the other calls
# Target sequence (P9WIQ1 whole entry, looked up): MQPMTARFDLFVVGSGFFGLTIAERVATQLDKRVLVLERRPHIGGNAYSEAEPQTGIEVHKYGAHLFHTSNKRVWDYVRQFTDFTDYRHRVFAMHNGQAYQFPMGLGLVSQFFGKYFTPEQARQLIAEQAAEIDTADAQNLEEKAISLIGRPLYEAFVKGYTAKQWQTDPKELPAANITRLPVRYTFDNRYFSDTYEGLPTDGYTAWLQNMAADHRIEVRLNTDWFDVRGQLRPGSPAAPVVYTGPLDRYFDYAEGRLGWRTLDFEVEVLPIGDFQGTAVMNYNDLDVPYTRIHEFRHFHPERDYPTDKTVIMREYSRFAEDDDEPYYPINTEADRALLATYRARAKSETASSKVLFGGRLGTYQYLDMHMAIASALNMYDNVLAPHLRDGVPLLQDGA
# BoNT-A LC inh2: BoNT A light chain protease inhibition. inhibition, % at 10 µM. 360,000 tested, 0.17% active. multiplex microsphere protease substrate cleavage, flow cytometry. AID 588499; in the data active = inhibition above about 30%; inconclusive = no clear call, values can overlap the other calls; note: plate controls were buffer without enzyme for full effect and enzyme alone for no effect
# PrPC surface inh: cell surface PrPC inhibition, primary TR-FRET screen | P04156 | 370,000 tested, 0.43% active | inhibition, % at 13.8 µM | AID 720596 | TR-FRET read-out; in the data active = inhibition above about 24%; note: 0% = median of the test wells and 100% = reference compound wells
# GDH-TPI counter: inhibits GDH-TPI coupling enzymes, artifact for Mtb FBA screen | GDH-TPI coupled enzyme counterscreen, NADH absorbance | inhibition, % at 4.8 µM | 360,000 tested, 1.2% active | AID 588335;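 note: 0% = DMSO wells and 100% = wells lacking the enzyme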
# CCHFV vOTU inh: blocks the CCHF virus ovarian tumor domain protease; 370,000 tested, 0.55% active; AID 651958; CCHFV vOTU protease, Pep-AMC fluorescence; inhibition, % at 11.5 µM; note: 0% = vehicle wells with enzyme and 100% = no enzyme wells
# An asterisk follows results filed as active; ? = inconclusive; . = no result given. Cut-off read from the data, not from the text of the source, unless noted: active = inhibition above about 30%; inactive = the rest.
SMILES,BoNT-F LC inh,FBA Mtb inh,FadD28 FP inh,Mtb BioA inh,Mtb UGM inh,BoNT-A LC inh2,PrPC surface inh,GDH-TPI counter,CCHFV vOTU inh
COC(=O)C(O)(c1ccc(N(C)C(=O)OC(C)C)cc1)C(F)(F)F (stereo not drawn),-9,2,-1.0,0.2,0.0,-0.6,9,14,4
CCc1ccc(N(C(=O)CNC(=O)c2ccco2)C(C(=O)NCC2CCCO2)c2ccccc2)cc1 (stereo not drawn),-3,2,-0.7,.,-1.7,-0.5,3,2,9
O=C(OCc1nnc(-c2ccccc2)o1)c1cccc(-n2cnnn2)c1,-2,-4,-3.0,0.1,-1.2,1.2,-3,6,-4
CN(C)CCCNC(=O)c1ccc(Cl)c(S(=O)(=O)N(C)c2ccccc2)c1,0,0,-0.7,0.4,1.5,0.2,-6,-4,0
O=C(NCC1CCCO1)C1CCN(S(=O)(=O)c2ccccc2)CC1 (stereo not drawn),0,5,-0.9,-1.2,0.3,0.2,-3,1,-9
CCN(C(=O)c1c([N+](=O)[O-])cnn1C)c1ccccc1,0,-3,-3.8,-1.0,.,0.7,-6,-1,5
COc1ccc(N2CCN(CC(=O)Nc3ccccc3C(=O)NC(C)c3ccccc3)CC2)cc1 (stereo not drawn),-10,-3,-3.1,-0.3,.,-0.7,2,-4,-5
CC1(C)CC(=O)c2cc(OCC(=O)O)ccc2O1,-4,64*,0.2,-0.6,1.9,-2.5,3,15,-102
CC(C)n1nnnc1C1c2ccccc2C(=O)N1Cc1cccnc1 (stereo not drawn),4,.,.,.,.,0.5,6,.,1
c1ccc(-c2ccccn2)nc1,-6,-2,0.6,-0.9,1.5,-0.7,6,-3,0
CN1CCN(C(=O)CN(CCc2ccccc2)S(C)(=O)=O)CC1,-11,5,2.2,-2.6,-1.2,-0.3,-5,-7,-9
Cc1ccc(C(=O)NC2CC(C)(C)NC(C)(C)C2)cc1,3,2,-0.3,0.8,3.1,-1.1,-5,3,-11
O=C(NCCCNC(=O)c1cncc(O)c1)c1cncc(O)c1,-1,8,0.4,.,0.3,-1.1,-4,2,4
O=C(CCN1C(=O)/C(=C/c2cccc(Br)c2)SC1=S)NNC(=O)c1cccnc1,-4,2,0.9,-0.8,1.4,-1.1,.,18,.
CC(=O)Nc1ccc(NC(=O)C(C)OC(=O)CNS(=O)(=O)c2ccc(Br)cc2Cl)cc1 (stereo not drawn),10,6,-1.2,-3.4,4.1,1.6,4,3,-3
CCn1c(=O)cc(OCC(=O)Nc2nc(C)cs2)c2ccccc21,1,-2,-1.6,-0.7,1.5,-0.2,-2,8,10
O=C(NCc1ccccn1)c1cc(S(=O)(=O)N2CCCCCC2)ccc1Cl,1,1,-1.8,0.5,-3.0,0.1,13,-7,-5
Fc1ccc(N2N=C(c3cccs3)CC2c2ccco2)c(F)c1 (stereo not drawn),-4,102*,1.7,-0.8,-1.5,-1.0,5,14,-69
Cc1cccc(Cc2c(C)nc3nc(SCC(=O)NCc4ccco4)nn3c2C)c1,2,4,-2.3,39,-0.2,-1.0,0,2,2
Cc1nc(C(=O)N2CCCC(Nc3ccc(C)c(C)c3)C2)cs1 (stereo not drawn),3,5,-1.1,0.0,2.1,4.5,0,10,17
O=C(Cn1cc(C(F)(F)F)cc(Cl)c1=O)Nc1cccc(S(=O)(=O)N2CCCCC2)c1,.,-1,-1.7,-0.2,1.8,.,3,-2,1
COCCNC(=O)Cn1cnc2ccc(S(=O)(=O)N3CCC(C)CC3)cc2c1=O,4,-7,-0.4,-1.3,2.7,1.0,4,0,-3
Clc1ccc(OCCn2ccnc2)c2ccccc12,-6,3,-4.8,2.7,1.9,-1.1,9,2,-12
COc1ccc(CNc2nc(-c3cccnc3)nn2C(=O)C(C)C)cc1,-2,3,-1.8,.,.,0.2,-58,1,-4
CN(C)C(=O)C(=O)c1cccn1-c1ccccc1C#N,10,-2,-3.7,1.5,-0.9,0.6,2,6,13

# Part of the list above, showing only FadD28 FP inh and FBA Mtb inh.
SMILES,FadD28 FP inh,FBA Mtb inh
CC(=O)Nc1ccc(NC(=O)C(C)OC(=O)CNS(=O)(=O)c2ccc(Br)cc2Cl)cc1 (stereo not drawn),-1.2,6
CCn1c(=O)cc(OCC(=O)Nc2nc(C)cs2)c2ccccc21,-1.6,-2
O=C(NCc1ccccn1)c1cc(S(=O)(=O)N2CCCCCC2)ccc1Cl,-1.8,1
Fc1ccc(N2N=C(c3cccs3)CC2c2ccco2)c(F)c1 (stereo not drawn),1.7,102*
Cc1cccc(Cc2c(C)nc3nc(SCC(=O)NCc4ccco4)nn3c2C)c1,-2.3,4

# (next part)
SMILES,BoNT-F LC inh,FBA Mtb inh,FadD28 FP inh,Mtb BioA inh,Mtb UGM inh,BoNT-A LC inh2,PrPC surface inh,GDH-TPI counter,CCHFV vOTU inh
CN(C)C(=O)c1cc(C(=O)c2c(F)cccc2F)c[nH]1,?,-1,.,-0.3,-0.9,0.4,-5,-3,-8
O=C1OCCC1Sc1nc2ccccc2c(=O)n1Cc1ccccc1 (stereo not drawn),-3,-3,-2.7,.,0.5,0.6,-3,5,4
COc1cccc(-c2cc3nc(NCc4ccccc4F)n(C)c(=O)c3s2)c1,-9,1,-3.9,-1.5,.,-0.3,-39,23,10
CCC(C)(C)NC(=O)C(c1cccn1C)N(C(=O)Cn1nnc2ccccc21)c1ccc(OC)cc1OC (stereo not drawn),-15,-2,-2.1,-19,-0.9,-0.1,-2,12,0
CN(C)c1ccc(CNn2cnnc2SCC(=O)NC(C)(C)C)cc1,0,4,-0.6,.,.,-0.1,-7,3,-3
O=S(=O)(Cc1cc(Sc2ccccc2)nc(-c2ccccc2)n1)c1ccccc1,-12,-5,-3.2,.,-0.3,-0.1,3,-3,2
NC(=O)C1CCN(C(=O)c2ccc3ccccc3c2)CC1,7,3,-1.9,0.1,2.1,2.7,-1,-4,-23
CCN(CC)c1ccc(/C=N/n2c(=S)[nH]nc(C)c2=O)cc1,-6,-1,-4.2,-0.2,1.6,0.6,2,27,9
O=C(CN1CCOCC1)NN1CC(=O)N(c2ccc(Cl)cc2)CC1=O,-14,0,-0.4,.,4.1,-0.6,-3,-1,-8
O=C(COC(=O)c1ccccc1)NC(=O)NC1CCCC1,-4,-2,-1.9,.,.,3.3,-4,1,1
Cc1ccccc1Cn1c(=O)sc2ccccc2c1=O,-1,-1,-2.9,.,1.1,-0.4,3,12,12
Cc1cc([N+](=O)[O-])cc2ncccc12,4,2,-2.3,.,1.4,0.3,-7,7,8
COC(=O)CNC(c1ccccc1)c1cc(Cl)ccc1NC(=O)c1cccc(Cl)c1 (stereo not drawn),-13,-2,-9.3,-1.7,-1.0,-0.8,7,1,7
CCCOC(=O)c1c(NC(=O)/C=C/c2cnn(C)c2C)sc(C(=O)OCC)c1C,5,1,-2.5,0.6,-3.8,0.6,-2,3,0
Cc1ccccc1C(=O)NNC1CC(=O)N(c2ccc3c(c2)OCCO3)C1=O (stereo not drawn),2,2,-1.2,.,3.2,0.0,1,0,-13
C/C(=N/NC(=O)c1sc(NS(=O)(=O)c2ccccc2)nc1C)c1ccc(F)cc1,-2,0,4.4,0.3,1.2,-0.7,1,24,-5
CC(=O)c1sc(=S)n(-c2ccc(Cl)cc2)c1C,-10,0,-0.5,.,-0.1,-0.6,-23,11,-2
Cc1ccc(/C=C2\SC(=S)N(CCCC(=O)Nc3ccccn3)C2=O)cc1,-6,5,-1.3,.,1.2,0.3,-1,-3,-3
CCOC(=O)Cc1csc(NC(=O)c2cc(-c3ccncc3)nc3ccccc23)n1,4,2,-2.4,0.4,-0.1,1.0,-3,20,11
COc1cc(C(O)P(=O)(OCC(C)C)c2ccc(N(C)C)cc2)cc(OC)c1OC (stereo not drawn),?,4,-2.8,.,1.4,0.7,-3,-3,-8
O=C(C1CCCN(S(=O)(=O)Cc2ccccc2)C1)N1CCC(Cc2ccccc2)CC1 (stereo not drawn),4,2,-1.5,.,-1.5,3.9,-3,2,4
COC(=O)c1cccc(NC(=O)c2cccc([N+](=O)[O-])c2)c1,?,1,1.9,6.8,-0.5,-1.7,-25,14,5
COc1ccc(OCC(=O)Nc2ccc(Cl)cc2)cc1,-3,-1,-0.7,.,3.1,-0.9,22,-5,6
Cn1c(SCC(=O)c2cccs2)nnc1-c1ccco1,-2,-1,0.1,.,0.6,-0.7,-2,-7,0
CCN(CC(=O)Nc1ccc(C)c(S(=O)(=O)N2CCOCC2)c1)Cc1ccccc1,12,2,-1.7,-1.1,-0.4,-1.3,-4,7,-1

# (listing goes on)
SMILES,BoNT-F LC inh,FBA Mtb inh,FadD28 FP inh,Mtb BioA inh,Mtb UGM inh,BoNT-A LC inh2,PrPC surface inh,GDH-TPI counter,CCHFV vOTU inh
CC(=O)O[C@H]1C[C@@]2(O)[C@@H](OC(=O)c3ccccc3)C3[C@@](C)([C@@H](O)C[C@H]4OC[C@@]34OC(C)=O)[C@@H](O)[C@H](OC(C)=O)C(=C1C)C2(C)C (stereo partly drawn),0,1,-0.8,-0.4,-2.0,-1.2,7,-2,-7
O=C1c2ccccc2N2C(=O)c3ccccc3C2N1O (stereo not drawn),3,0,-2.5,-1.6,0.6,0.4,3,0,-3
CCN1CCN(c2ccc(NC(=O)c3cc(OC)c(OC)c(OC)c3)cc2)CC1,-9,0,1.4,2.9,0.6,-1.8,-2,4,-2
CC1=NN(c2ccc(Cl)cc2)C(=O)C1,0,1,0.5,.,0.4,-0.8,6,-1,41*
Cc1ccc2nc(SCC(=O)Nc3ccc(C)c(Cl)c3)nc(=O)n2c1,-11,1,0.2,.,1.3,-1.5,6,8,-9
COc1ccccc1N1C(=O)Cc2ccccc2C1=O,1,3,-1.6,-0.9,0.6,-0.1,-4,-7,30*
COc1nc(-c2ccccc2)nnc1-c1ccccc1,-2,4,-0.4,.,.,0.4,7,3,-7
CN(C)/C=C(\C#N)C(N)=C(C#N)C#N,-1,-1,-1.2,.,3.1,-0.7,12,22,-2
CN(C)S(=O)(=O)c1cccc(NC(=O)c2cccc(S(=O)(=O)N3CCCCC3)c2)c1,?,-3,-8.2,1.1,-1.7,-4.8,6,6,-4
CC(=O)Nc1nnc(SCc2ccc(F)cc2)s1,-1,-4,-3.1,-0.2,-2.0,0.4,6,-6,-4
COc1ccc(CNC(=O)c2cc(SC)ccc2Cl)cc1OC,-4,-2,-5.3,.,-0.4,-0.8,2,-11,-10
Cc1ccc(C)c(NC(=O)CN(C)C(=O)/C=C/c2ccco2)c1,-6,-1,-0.2,.,-2.2,0.4,-1,7,3
CC(/C=N/NC(=O)COc1ccccc1C)=N\NC(=O)COc1ccccc1C,3,0,-2.3,-0.9,-0.8,0.7,0,1,-1
O=S(=O)(c1ccc(Cl)cc1)N1CCCC1c1nc(-c2cccc(Cl)c2)no1 (stereo not drawn),-50,-5,0.3,-0.6,-0.2,-1.7,9,14,-8
CCCCCCn1c(=O)c(C(=O)N/N=C/c2cccc(F)c2)c(O)c2ccccc21,-6,6,-0.4,.,-3.3,-0.3,1,9,4

# Gathered by group: the entries above with two or more sulfur atoms.
SMILES,BoNT-F LC inh,FBA Mtb inh,FadD28 FP inh,Mtb BioA inh,Mtb UGM inh,BoNT-A LC inh2,PrPC surface inh,GDH-TPI counter,CCHFV vOTU inh
O=C(CCN1C(=O)/C(=C/c2cccc(Br)c2)SC1=S)NNC(=O)c1cccnc1,-4,2,0.9,-0.8,1.4,-1.1,.,18,.
O=S(=O)(Cc1cc(Sc2ccccc2)nc(-c2ccccc2)n1)c1ccccc1,-12,-5,-3.2,.,-0.3,-0.1,3,-3,2
C/C(=N/NC(=O)c1sc(NS(=O)(=O)c2ccccc2)nc1C)c1ccc(F)cc1,-2,0,4.4,0.3,1.2,-0.7,1,24,-5
CC(=O)c1sc(=S)n(-c2ccc(Cl)cc2)c1C,-10,0,-0.5,.,-0.1,-0.6,-23,11,-2
Cc1ccc(/C=C2\SC(=S)N(CCCC(=O)Nc3ccccn3)C2=O)cc1,-6,5,-1.3,.,1.2,0.3,-1,-3,-3
Cn1c(SCC(=O)c2cccs2)nnc1-c1ccco1,-2,-1,0.1,.,0.6,-0.7,-2,-7,0
CN(C)S(=O)(=O)c1cccc(NC(=O)c2cccc(S(=O)(=O)N3CCCCC3)c2)c1,?,-3,-8.2,1.1,-1.7,-4.8,6,6,-4
CC(=O)Nc1nnc(SCc2ccc(F)cc2)s1,-1,-4,-3.1,-0.2,-2.0,0.4,6,-6,-4
